Bioassay records from PubChem.
KOR beta-arrestin-1 – kappa opioid receptor activators – cell-based, luminescence, uHTS, primary screen (AID 1777) | one-dose activation, % at 10 µM; EC50 in µM for titrated hits | KOR beta-arrestin recruitment, luminescence; higher % means a stronger effect | 280,000 tested, 0.02% active; in the data active = activation above about 50%, passing the limit was not always enough; also: a part of the inactive calls stands beside numbers as strong as those of hits
KOR beta-arrestin-2 – KOR antagonists, beta-arrestin recruitment, cell-based, luminescence, uHTS (AID 1778) | one-dose inhibition, % at 10 µM; IC50 in µM for titrated hits | 290,000 tested, 0.091% active | KOR beta-arrestin recruitment, luminescence, antagonist mode; higher % means a stronger effect; in the data active = inhibition above about 50%; also: strong numbers were not always called active
GPR35 antagonists – inhibition of zaprinast-stimulated GPR35 beta-arrestin translocation – imaging, U2OS, beta-arrestin-GFP, zaprinast agonist, primary screen (AID 2058); 290,000 tested, 0.052% active; U2OS GPR35 beta-arrestin-GFP translocation imaging, zaprinast antagonism; higher % means a stronger effect; one-dose inhibition, % at 10 µM; IC50 in µM for titrated hits;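 active = inhibition of at least 50% with at least 30 cells and total cytoplasm GFP at most 10,000,000; inconclusive = under 30 cells or total GFP of 10,000,000 plus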
GPR55 antagonists – GPR55 antagonists blocking LPI-driven arrestin recruitment, primary screen, imaging, U2OS, beta-arrestin-GFP, LPI agonist (AID 2013); U2OS GPR55 beta-arrestin-GFP translocation imaging, LPI antagonism; higher % means a stronger effect; one-dose inhibition, % at 10 µM; IC50 in µM for titrated hits; 290,000 tested, 0.13% active;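 active = spots per cell inhibited over 60%, with over 100 cells counted and total cytoplasm intensity under 500,000; inconclusive = wells with under 100 cells, flagged as likely toxic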;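 also: U2OS cells stably carrying GPR55 and arrestin-GFP stimulated by 5 µM LPI near EC80; imaged beta-arrestin-GFP aggregate spots per cell after agonist stimulation; plate controls were LPI-stimulated DMSO wells for no effect and DMSO wells without LPI for full effect; some results filed as inactive read as strong as hits; confirmed hits need IC50 under 10 µM and bright autofluorescent wells are also inconclusive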
HIV fusion peptide – inhibitors of HIV fusion peptide binding, primary screen, biochemical, uHTS, fluorescence dequenching (AID 1986); cell-free peptide binding, fluorescence dequenching, 30 min; higher % means a stronger effect; inhibition, % at 20 µM; hits with a dose series show IC50 in µM; 290,000 tested, 0.3% active; in the data active = inhibition mostly above about 52%, no sharp cut-off; inactive = mostly below about 76%; also: some results filed as inactive read as strong as hits
NS5 inhibitors – flavivirus cap methylation enzyme inhibition – biochemical, confirmation dose response, primary screen (AID 588689). Dengue-2 NS5 methyltransferase capping enzyme assay, biochemical; higher % means a stronger effect. inhibition, % at 25 µM, or IC50 in µM where a hit was titrated. 340,000 tested, 0.3% active; in the data active = a potency from the dose series; inconclusive = inhibition above about 29% without an active follow-up result
GPR55 activation – selective activators of receptor GPR55 – imaging, U2OS cells, beta-arrestin-GFP redistribution, primary screen (AID 1961); one-dose activation, % at 10 µM; EC50 in µM for titrated hits; 290,000 tested, 0.048% active; U2OS GPR55 beta-arrestin-GFP redistribution imaging; higher % means a stronger effect;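 active = activation above 40% with more than 50 cells counted in the well; inconclusive = wells holding fewer than 50 cells, flagged as toxic or sparse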;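 also: U2OS osteosarcoma cells stably expressing GPR55 and beta-arrestin-GFP; plate controls were DMSO negative control for no effect and LPI positive control for full effect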
West Nile antiviral – inhibition of WNV-induced cytopathic effect – cell-based, CPE readout (AID 1621). West Nile virus-infected cells, CPE inhibition; higher % means a stronger effect. CPE inhibition, % at 10 µM; hits with a dose series show IC50 in µM. 290,000 tested, 0.02% active; in the data active = a potency from the dose series; inconclusive = CPE inhibition mostly from about 3.7% at the one dose, without a potency; inactive = the rest, 99 in 100 with CPE inhibition below about 2.2%; also: strong numbers were not always called active
NOD1 NF-kB reporter – inhibition of NOD1-driven NF-kB reporter – cell-based, luminescence, uHTS, primary screen (AID 1578); NOD1-driven NF-kB luciferase reporter cells, luminescence; higher % means a stronger effect; one-dose inhibition, % at 4 µM; EC50 in µM for titrated hits; 290,000 tested, 1% active; in the data active = inhibition mostly above about 36%, no sharp cut-off; inactive = mostly below about 34%;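 also: HEK-293T reporter cells stimulated with the NOD1 agonist gamma-tri-DAP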
Starred values were filed as active, the others as inactive; ? = inconclusive; . = not tested or not shown; [ ] = another dose, or the depositor's remark. An excerpt (hit frequency here may not be typical).

structure	KOR beta-arrestin-1	KOR beta-arrestin-2	GPR35 antagonists	GPR55 antagonists	HIV fusion peptide	NS5 inhibitors	GPR55 activation	West Nile antiviral	NOD1 NF-kB reporter
CC(C)(C)NC(=O)C(c1ccncc1)N(Cc1cccs1)C(=O)Cn1nnc(-c2cccs2)n1 (centres undefined)	-0.5%	-4%	-1%	8%	-1.1%	-3%	-0.3%	0.9%	-14%
Cc1oc(-c2cccs2)nc1CSCC(=O)NC1CC1	5.1%	8%	1%	30%	4.6%	-4%	0.0%	-0.4%	-18%
Cc1nn(CC(=O)N2CC(=O)Nc3ccccc32)c(C)c1[N+](=O)[O-]	-4.0%	-1%	-18%	15%	-2.1%	-10%	1.0%	.	-12%
Cc1ccnc(N/N=C/c2ccccc2)n1	-3.3%	11%	1%	-1%	1.8%	-2%	0.3%	0.4%	-40%
Cc1nn(CC(=O)OCCOc2ccc(Br)cc2)c(C)c1[N+](=O)[O-]	-6.2%	19%	3%	-9%	-0.3%	-13%	-0.4%	-0.8%	-28%
O=c1c2ccccc2[nH]c(=S)n1-c1cccc(S(=O)(=O)N2CCCC2)c1	-5.4%	-22%	-4%	5%	0.8%	-8%	0.5%	-0.9%	-14%
CCC(=O)n1nc(-c2ccc(Cl)cc2)nc1NCc1ccccc1	-0.7%	31%	0%	2%	-2.2%	1%	-0.2%	-0.1%	-20%
O=C(N/N=C/c1ccccn1)c1ccc(Br)o1	-1.0%	7%	-6%	6%	-0.4%	2%	-0.1%	0.0%	12%
CCCNC(=O)N1CCC(c2ccc3c(c2)OCO3)CC1	-7.9%	-24%[20 µM]	6%	5%	-1.3%	2%	-0.3%	-0.7%	-12%
CCCc1ccc2oc(C(=O)N3CCN(c4cnccn4)CC3)c(C)c2c1	-6.4%	4%	-2%	11%	1.2%	-10%	0.0%	-0.9%	-38%
CCCc1c(C(=O)N/N=C/c2ccc(OCc3ccccc3)c(OC)c2)nnn1-c1nonc1N	1.8%	3%	-3%	-6%	1.4%	-4%	-0.1%	0.8%	10%
O=C(NCc1ccc2c(c1)OCO2)C1CCCN(C(=O)c2ccc(Cl)cc2)C1 (centres undefined)	4.8%	-41%	10%	10%	0.0%	-6%	0.0%	0.0%	-3%
CCOC(=O)c1cc2occc2n1CC(=O)N1CCN(C(=O)c2ccco2)CC1	4.9%	-8%	15%	-2%	11%	1%	-0.2%	-0.5%	-2%
CC(=O)N1N=C(c2ccc(Cl)cc2)OC1c1ccc(C(C)C)cc1 (centres undefined)	6.4%	-27%	-12%	-2%	0.1%	-5%	-0.1%	0.3%	-9%
COc1ccc(NC(=O)c2cccc(S(=O)(=O)N3CCc4ccccc43)c2)cn1	4.7%	2%	-15%	0%	10%	2%	-0.5%	0.4%	2%
Cc1ccc(SCCC(=O)OCC(=O)Nc2ccc(S(N)(=O)=O)cc2)cc1	6.7%	40%	14%	-1%	-2.0%	2%	0.3%	-0.4%	-3%
CN(Cc1cn(C)nc1-c1cccc(Cl)c1)CC1CCCCO1 (centres undefined)	1.8%	-12%	13%	7%	0.9%	.	0.2%	-0.7%	-25%
O=C(C1CCN(S(=O)(=O)c2cc(Cl)ccc2Cl)CC1)N1CCOCC1	2.6%	-32%	-2%	-2%	0.5%	-5%	0.3%	-0.3%	-35%
CCOP(=O)(OCC)C1NC(=O)N(c2ccccc2)C1=O (centres undefined)	-3.1%	-37%	-12%	2%	-0.4%	-3%	-0.1%	-0.4%	-2%
Cn1cc(C(=O)Nc2ccccn2)c(=O)c2ccccc21	0.2%	39%	12%	12%	0.8%	-6%	-0.1%	-0.3%	-7%

structure	KOR beta-arrestin-1	KOR beta-arrestin-2	GPR35 antagonists	GPR55 antagonists	HIV fusion peptide	NS5 inhibitors	GPR55 activation	West Nile antiviral	NOD1 NF-kB reporter
S=c1[nH]nc(-c2cccnc2)n1C1CCCCC1	-8.6%	8%	-7%	8%	-1.8%	2%	1.1%	-0.2%	-30%
CC(=O)Nc1ccc(S(=O)(=O)NNC(=O)c2cccc(Br)c2)cc1	0.3%	-19%	-4%	1%	-4.2%	-1%	0.9%	0.4%	-10%
N#C/C(=C\c1ccccn1)c1nc2ccccc2s1	.	-11%[20 µM]	13%	20%	41%	?	0.5%	-1.0%	-19%
O=C(NCC(=O)N(Cc1cccs1)C(C(=O)NC1CCCCC1)c1ccco1)c1cccs1 (centres undefined)	-3.1%	16%	0%	16%	3.2%	-1%	-0.3%	-0.4%	3%
Cn1cnnc1SCC(=O)Nc1ccc2nc(SCc3ccccc3Cl)sc2c1	-4.9%	-21%	6%	0%	-0.9%	-5%	-0.4%	-0.7%	-7%
COc1ccccc1OCC(=O)Nc1ccc(S(=O)(=O)Nc2nccs2)cc1	1.1%	-24%	-3%	-6%	3.3%	6%	0.7%	0.4%	-16%
COc1ccc(N2CCN(CCNC(=O)Nc3ccc(Cl)cc3)CC2)cc1	3.7%	-29%	-9%	12%	2.7%	-7%	-0.1%	-0.9%	24%
Cc1cccc2sc(NNC(=O)c3cc(-c4cccs4)nc4ccccc34)nc12	4.3%	-90%	3%	3%	1.1%	-8%	0.7%	.	87%*
COc1ccccc1/C=C/C(=O)NC(=S)N(C)C1CCCCC1	2.2%	-47%	-1%	-23%	-1.1%	-1%	0.2%	-0.5%	13%
c1ccc2c(c1)CCCN2Cc1nnnn1CC1CCCO1 (centres undefined)	-5.0%	2%	-11%	-10%	13%	?	-0.1%	0.4%	8%
Cc1cc(C)nc(-n2nc(C)c(C3(O)C(=O)Nc4ccc(F)cc43)c2N)n1 (centres undefined)	5.9%	17%	17%	4%	2.6%	.	-0.2%	-0.1%	-7%
Cc1c(N=C/C=C/c2ccccc2)c(=O)n(-c2ccccc2)n1C	-2.2%	22%	2%	9%	0.3%	-9%	0.5%	.	-15%
CCCc1sc(N)nc1-c1ccc(Cl)cc1	-0.8%	-23%	-14%	-7%	-0.6%	-7%	0.4%	-0.6%	-13%
Nc1nc(C(F)(F)F)cc(=O)[nH]1	1.6%	19%	0%	-2%	-0.8%	-6%	-0.2%	-0.1%	-2%
Cc1cc2oc(=O)cc(CN3CCCCC3C)c2cc1Cl (centres undefined)	-0.8%	14%	-22%	2%	1.3%	-7%	-0.1%	-0.1%	-10%
Cn1cccc1/C=N/N1CCN(Cc2ccccc2Cl)CC1	7.8%	22%	-4%	-2%	-0.4%	-3%	0.4%	-0.9%	-6%
CC(Oc1ccc2oc3ccccc3c2c1)C(=O)NC12CC3CC(CC(C3)C1)C2 (centres undefined)	6.2%	-21%	8%	0%	3.6%	-5%	-0.2%	-1.0%	7%
COc1cc(Cl)c(NS(=O)(=O)c2ccc(-c3ccc(=O)[nH]n3)o2)c(OC)c1	3.9%	-36%	22%	11%	0.0%	-1%	0.0%	0.0%	-15%
COc1ccc(CNC(=O)CN2C(=O)NC(C)(c3ccc(Cl)cc3)C2=O)cc1 (centres undefined)	-4.0%	-7%	-5%	4%	1.1%	1%	-0.1%	-0.7%	-11%
CC(=O)N1CCN(c2ccc(NC(=O)c3ccc([N+](=O)[O-])cc3)cc2)CC1	-2.9%	-23%[20 µM]	-3%	7%	-2.4%	12%	-0.2%	-0.5%	-27%

structure	KOR beta-arrestin-1	KOR beta-arrestin-2	GPR35 antagonists	GPR55 antagonists	HIV fusion peptide	NS5 inhibitors	GPR55 activation	West Nile antiviral	NOD1 NF-kB reporter
C#CCN1CC(C)/C(=N/O)CC1C (centres undefined)	-1.1%	-24%	5%	2%	2.5%	.	-1.0%	0.0%	-32%
COc1ccc(NC(=O)CCNC(=O)Cn2cnc3sc4c(c3c2=O)CCCC4)cc1OC	8.2%	-45%	12%	2%	-0.3%	-3%	0.2%	-0.6%	-22%
CCCCN(CC)CCNC(=O)C1c2cc(OC)c(OC)cc2C(=O)N2CCc3ccccc3C12 (centres undefined)	5.5%	-16%	-1%	-11%	-2.0%	-2%	1.2%	-0.1%	10%
Cc1nnc(SCC(=O)N2CCN(S(=O)(=O)c3ccc(Cl)cc3)CC2)[nH]c1=O	0.0%	20%	5%	4%	1.1%	16%	-0.2%	0.2%	3%
Fc1ccc(CN2CCN(c3ncnc4scc(-c5ccccc5)c34)CC2)cc1	-0.3%	-35%	7%	10%	-0.4%	-1%	-0.1%	-1.7%	4%
CCN(c1ccccc1)S(=O)(=O)c1cccc(C(=O)OCc2nc3sc(C)c(C)c3c(=O)[nH]2)c1	4.1%	5%	-2%	-2%	4.5%	-20%	-0.1%	-0.7%	-13%
O=C(CCc1nc(-c2ccc(Cl)cc2)no1)NC1CCCC1	-4.1%	1%	-4%	8%	-0.5%	-2%	0.2%	-0.6%	-2%
CCN1CCN(c2nn3c(=O)c4ccccc4nc3c3ccccc23)CC1	-1.3%	-4%	-8%	16%	2.2%	-2%	-0.1%	0.6%	39%
CCCCn1c(SCC(N)=O)nc2sc3c(c2c1=O)CCC3	1.9%	-19%[20 µM]	0%	-7%	0.9%	-5%	-0.3%	-0.3%	-17%
Cc1ccc(C(=O)c2ccccc2C(=O)OCC(=O)NCC2CCCO2)cc1 (centres undefined)	-1.6%	-23%[20 µM]	6%	-2%	0.9%	7%	-0.1%	-1.3%	1%
c1ccc2cc(OCc3nc4ccccc4[nH]3)ccc2c1	9.5%	29%	0%	0%	5.5%	-6%	-0.4%	-0.7%	-73%
CCCc1cc(=O)n2[nH]c(-c3ccc(Br)cc3)cc2n1	0.5%	8%	-4%	3%	3.3%	5%	0.0%	-0.2%	-36%
O=C(NCCCN1CCCCC1)c1ccc2c(c1)NC(=O)c1ccccc1S2	-0.2%	-13%	-3%	-3%	-0.1%	-1%	-0.2%	0.8%	3%
C/C(CC(=O)NCCCN1CCOCC1)=N\NC(=O)COc1ccc(Cl)cc1	3.5%	-15%	-3%	18%	-0.4%	-1%	-0.2%	1.4%	12%
CN(CCCNC(=O)c1cc2c(=O)[nH]c3ccccc3c2n1C)Cc1ccccc1	7.3%	17%	-10%	4%	0.8%	-10%	0.6%	-0.2%	-26%
CCOc1c(C)cc(S(=O)(=O)NCc2ccccn2)c(C)c1C	6.5%	-29%[20 µM]	7%	8%	1.7%	-2%	0.2%	-0.7%	-1%
CC(=O)Oc1ccc(C(=O)Nc2nnc(C)s2)cc1	-5.3%	-13%	9%	2%	0.8%	-5%	-0.2%	1.4%	-14%
Cc1cc(-c2ccc(Br)s2)nc(-n2cccc2)n1	0.6%	-15%[20 µM]	-12%	1%	26%	-7%	0.2%	-0.7%	3%
